Bioassay records from PubChem BioAssay.
HTR5A ag: counter-screen for OPRM1-OPRD1 agonists: human HTR5A agonism; P47898; HTR5A agonist assay, luminescence, cell-based; activation, % at 9.3 µM; actives 0.61% (n = 340,000); AID 504692; in the data active = activation mostly above about 9.5%, no sharp cut-off; inactive = mostly below about 7.6%;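 also: 0% = cells with vehicle only and 100% = reference agonist; strong numbers were not always called active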
Target sequence (P47898 whole entry, looked up): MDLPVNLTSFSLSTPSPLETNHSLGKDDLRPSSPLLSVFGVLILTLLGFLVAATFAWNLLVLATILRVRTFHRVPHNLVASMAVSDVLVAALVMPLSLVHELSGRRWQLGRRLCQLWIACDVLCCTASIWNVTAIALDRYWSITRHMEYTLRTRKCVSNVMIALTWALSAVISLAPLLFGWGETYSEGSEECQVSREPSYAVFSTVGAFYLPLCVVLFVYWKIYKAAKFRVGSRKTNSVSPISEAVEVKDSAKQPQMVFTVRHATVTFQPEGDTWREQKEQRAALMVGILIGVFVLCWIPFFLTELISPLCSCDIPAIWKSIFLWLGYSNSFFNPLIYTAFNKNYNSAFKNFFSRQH
SR-BI HDL uptake: inhibitors of mouse SR-BI mediated HDL lipid uptake; Q61009; ldlA[mSR-BI] CHO cells, DiI-HDL uptake fluorescence, 3 h; inhibition, % at 12.5 µM; actives 0.96% (n = 320,000); AID 488896;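 active = mean replicate inhibition of at least 70% and a set share of replicates each scoring 70 or more; inconclusive = meets just one of the two criteria; inactive = fails both criteria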;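 also: 0% = median of neutral control wells and 100% = median of positive control wells; values of inactives mirror those of a sister screen read the other way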
dFosB act: enhances mouse delta FosB homodimer DNA binding; P13346; purified delta FosB, TAMRA-CDK5 oligo fluorescence polarization; percent of positive-control signal above neutral wells; activation, % at 25 µM; actives 0.99% (n = 340,000); AID 493131;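 active = mean activation above about 17%, with every replicate also reaching it, limit read from the data, passing the limit was not always enough; inconclusive = only one of the two conditions met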;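 also: fluorescence polarization rise as delta FosB binds a TAMRA Cdk5 AP-1 oligo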
Target sequence (P13346 whole entry, looked up): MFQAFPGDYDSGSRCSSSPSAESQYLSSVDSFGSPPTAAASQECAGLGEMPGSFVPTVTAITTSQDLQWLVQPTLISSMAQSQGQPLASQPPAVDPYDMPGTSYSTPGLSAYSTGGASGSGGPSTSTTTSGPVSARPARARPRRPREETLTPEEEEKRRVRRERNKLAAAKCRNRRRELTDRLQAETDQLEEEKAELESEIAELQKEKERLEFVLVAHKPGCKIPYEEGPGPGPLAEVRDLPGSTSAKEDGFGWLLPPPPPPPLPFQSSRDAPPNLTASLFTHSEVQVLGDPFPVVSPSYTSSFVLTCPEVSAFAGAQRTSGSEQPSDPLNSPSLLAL
Wnt act: Wnt/beta-catenin pathway activation; Wnt/beta-catenin reporter cell assay, activator, plate reader; actives 1.2% (n = 300,000); activation, % at 9.35 µM; in the data active = activation above about 30%, passing the limit was not always enough; inconclusive = no clear call, values can overlap the other calls;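 also: 0% = neutral control wells and 100% = positive control wells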
SR-BI uptake up: activators of SR-BI mediated HDL lipid uptake; CHO ldlA[mSR-BI] cells, DiI-HDL uptake fluorescence, 3 h; 100 = double the neutral-control signal; activation, % at 12.5 µM; actives 0.096% (n = 320,000);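 active = mean replicate activation of at least 60% and every replicate at or above 60%; inconclusive = mean or all-replicate condition met, but not both; inactive = mean below 60% and not all replicates reaching 60%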;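 also: 0% = median plate neutral-control signal and 100% = twice that signal; values of inactives mirror those of a sister screen read the other way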
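material = CHO ldlA[mSR-BI] cells | medium = Ham's F12 with 0.5% BSA, HEPES 25 mM, pH 7.4 | reagent = fluorescent DiI-HDL, 10 µg/mL final | compound dosing = single-point compound dose | incubation = 3 h, 37 °C | measured by = bottom-read fluorescence, 550/595 nm | measure = HDL uptake via cellular fluorescence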
Rtt109 Vps75: inhibitors of Candida albicans Rtt109/Vps75 histone acetyltransferase. purified Rtt109/Vps75, ThioGlo CoA-SH fluorescence, 4 h. actives 0.16% (n = 330,000). AID 540336. inhibition, % at 34.9 µM. Q5AAJ8;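 active = inhibition of at least 50% in every replicate; inconclusive = best replicate reaches 50% inhibition but some replicates fall short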
Target sequence (Q5AAJ8 whole entry, looked up): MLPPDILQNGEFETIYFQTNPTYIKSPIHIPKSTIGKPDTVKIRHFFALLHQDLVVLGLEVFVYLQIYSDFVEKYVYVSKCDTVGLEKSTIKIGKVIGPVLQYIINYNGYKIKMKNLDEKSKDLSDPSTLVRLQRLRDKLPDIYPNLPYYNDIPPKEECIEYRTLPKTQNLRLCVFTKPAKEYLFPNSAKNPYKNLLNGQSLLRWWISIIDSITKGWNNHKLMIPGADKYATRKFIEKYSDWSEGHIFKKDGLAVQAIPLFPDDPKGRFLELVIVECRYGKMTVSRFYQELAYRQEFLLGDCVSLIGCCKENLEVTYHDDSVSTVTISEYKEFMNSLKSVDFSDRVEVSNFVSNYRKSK
RTF Ca sens act: cardiac RTF calcium sensitization; P19429+P45379; IANBD-labeled TnC RTF fluorescence at EC20 calcium; 0% EC20 calcium, 100% full calcium; activation, % at 7.2 µM; actives 0.24% (n = 340,000);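 active = activation above the mean over all tested compounds plus 3 SD, cut at about 30% in these data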;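 also: rise in fluorescence read as greater calcium sensitivity of cardiac thin filaments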
MITF TRPM1 HTS: MITF TRPM1 promoter activation in melanoma cells | AID 588334 | SK-MEL-5 TRPM1-promoter luciferase, 24 h; % of positive control, neutral wells = 0 | actives 0.75% (n = 300,000) | activation, % at 12.5 µM;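 active = mean activation of at least 80% with every replicate also reaching 80%; inconclusive = mean reaches 80% but some replicate falls short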;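 also: 0% = neutral control wells and 100% = parthenolide positive control wells; values of inactives mirror those of a sister screen read the other way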
CDK5 inh: CDK5/p35 (human) kinase inhibition. actives 0.01% (n = 330,000). inhibition, % at 10 µM. AID 488839. Recombinant CDK5/p35, ADP-Glo luminescence, 60 min;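 active = highest replicate inhibition of at least 50% and at least 75% of replicates reaching 50%; inconclusive = only one of the two criteria met; inactive = both criteria failed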;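 also: plate controls were DMSO neutral control for no effect and GW8510 at 10 µM for full effect; many of its hits are not listed in these tables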
PvdQ inh: P. aeruginosa PvdQ acylase inhibition. actives 0.063% (n = 340,000). purified PvdQ acylase, fluorescence plate reader. inhibition, % at 10 µM. AID 488965; in the data active = inhibition above about 30%, passing the limit was not always enough; inconclusive = no clear call, values can overlap the other calls;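 also: 0% = vehicle neutral wells and 100% = reference inhibitor wells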
Starred values were filed as active, the others as inactive; ? = inconclusive; / = not tested or not shown.

Compound	SR-BI uptake up	HTR5A ag	RTF Ca sens act	PvdQ inh	SR-BI HDL uptake	Rtt109 Vps75	MITF TRPM1 HTS	CDK5 inh	dFosB act	Wnt act
COc1cccc2sc(Nc3nc4ccc(NC(C)=O)cc4s3)nc12	-16	1	-1	-10	16	-2	-7	0.3	35*	8
O=C(COc1ccc(S(=O)(=O)N2CCOCC2)cc1)NCc1ccccn1	14	-4	-1	1	-14	-9	-7	-0.2	6	0
CN1/C(=C/C(=S)NC(=O)C2CCC2)C(C)(C)c2ccccc21	-12	-1	-1	-7	12	3	3	0.4	/	1
CC(=O)c1nn(-c2ccccc2)cc1C(=O)c1ccc(Br)cc1	-17	4	-3	-6	17	-1	-20	3.3	7	-12
COc1cccc(-c2nc(-c3ccccc3)[nH]c(=O)c2C#N)c1	5	5	-8	-6	-5	5	-9	1.4	-4	-1
Cc1ccc(C(=O)NCCN2CCN(C(=O)c3ccc(C)c(C)c3)CC2)cc1C	-71	1	-2	2	?	2	-1	-2.1	-8	-1
O=C(COC(=O)CCC(=O)c1cccs1)Nc1ccccc1C(F)(F)F	-1	2	-1	4	1	-2	3	-1.6	2	2
Cc1cc(C)cc(NC(=O)c2ccc(NC3=NC4CS(=O)(=O)CC4S3)cc2)c1 (stereo not drawn)	-2	1	1	12	2	18	/	1.7	2	0
N#Cc1cnc(SCC(=O)c2ccccc2)nc1N	14	-5	0	-5	-14	-4	/	0.4	-2	/
CCN(C(=O)COC(=O)CNC(=O)c1ccc(C)cc1)c1c(N)n(Cc2ccccc2)c(=O)[nH]c1=O	31	-4	-6	-13	-31	-1	-3	-0.1	1	3
CC1(C)OC(c2ccccc2)=C/C(=C/C=Nc2ccccc2)O1	5	-7	0	-8	-5	0	-16	-0.6	1	/
N#CCSc1nnc(COc2ccc3ccccc3c2)o1	-18	2	-2	6	18	6	/	-0.5	-6	14
COCC(=O)NNS(=O)(=O)c1ccccc1[N+](=O)[O-]	17	0	4	8	-17	0	2	0.1	-3	/
COCCCNC(=O)c1cc(S(=O)(=O)N2CCOCC2)ccc1SCc1cccc(OC)c1OC	10	6	1	-16	-10	3	3	0.5	8	0
O=C(COC(=O)C12CC3CC(CC(O)(C3)C1)C2)Nc1ccc(OC(F)F)cc1	4	-2	0	-14	-4	3	40	0.8	-2	0
Cc1ccc(C(=O)COC(=O)CNC(=O)COc2ccccc2C)cc1C	9	-5	-5	2	-9	5	/	-1.0	4	/
CN1C(=O)C(CC(=O)NCCc2ccccc2)N(NC(=O)c2cccc(F)c2)C1=S (stereo not drawn)	3	8	-3	6	-3	14	4	-0.8	-11	1
CCN1CCN(C(=S)c2ccc(-c3ccccc3)cc2)CC1	-6	1	-9	8	6	/	-4	1.7	-2	-5
CN1CCN(NC(=O)Nc2ccc(F)cc2)CC1	18	1	-1	-5	-18	4	12	3.3	-8	-1
Cc1cc2c(s1)c1cnn(Cc3ccccc3F)c(=O)c1n2C	-7	0	-5	8	7	-3	0	2.1	-8	-10
COc1cc(N2C(=O)C=CC2=O)c(OC)cc1Cl	3	7	0	14	-3	-5	/	4.3	-5	-11
Cc1cc(N/N=C/c2ccccc2)nc(NCc2ccccc2)n1	-3	2	3	-3	3	6	27	0.1	38*	1
Cc1ccc(S(=O)(=O)CC(=O)NC2CC2)cc1	12	5	-3	-6	-12	-5	6	-1.8	-3	0
COc1ccc(C)cc1NC(=O)C1CCC(CNc2c(N3CCOCC3)c(=O)c2=O)CC1 (stereo not drawn)	-7	3	2	-6	7	7	-13	0.8	-8	-2
COc1cccc(CN(C(=O)c2cccc(OC)c2)C2CCS(=O)(=O)C2)c1 (stereo not drawn)	-7	4	-1	-10	7	-2	10	-0.3	-2	0
N#CCCN(C(=O)COC(=O)c1ccc(S(=O)(=O)Nc2ccccc2)cc1)c1ccccc1	1	-2	-3	-15	-1	-6	1	0.0	1	-2
COc1ccc2[nH]c3c(c2c1)CCN1C(=O)C(CC(=O)NCCc2ccccn2)C[C@H](C(=O)N2CCOCC2)[C@@]31C (stereo partly drawn)	24	-1	0	-9	-24	6	-2	-2.0	-6	-2
Cc1cccc(N2CCN(C(=O)CCc3nc4ccccc4[nH]3)CC2C)c1 (stereo not drawn)	-9	1	9	-8	9	-3	12	1.6	-4	2
CC(C)N1CCN(Cc2nc3ccccc3s2)CC1CCO (stereo not drawn)	11	0	0	-7	-11	/	1	0.1	-2	3
Cc1ccc(-c2nc(N)n(C(=O)c3ccco3)n2)cc1	32	-2	-5	-13	-32	0	5	2.3	-8	0
C=C(NC(C)=O)c1c(F)cccc1F	26	3	2	-16	-26	-4	8	-0.5	5	0
CCCSc1cc(=O)n(-c2ccccc2)nc1C(=O)OCC	-7	-4	2	-3	7	3	-8	0.9	-6	/
O=C(NC1CCCC1)C(c1cccs1)N(C(=O)c1ccco1)c1ccc2c(c1)OCCO2 (stereo not drawn)	-17	0	1	-13	17	25	1	1.0	-5	/
COC(=O)[C@@]1(Cc2ccccc2)[C@H]2C(=O)N(Cc3ccccc3)C(=O)[C@H]2[C@H]2CN=C(SCC3CC3)N21	/	-3	-8	-15	/	-9	7	-1.3	-20	-2
Cc1ccc(S(=O)(=O)c2nnn3c2nc(N2CCC(C(N)=O)CC2)c2ccccc23)cc1	7	-5	-4	7	-7	2	3	-0.3	-16	0
COc1ccc(NC(=O)CSc2ccc3nnc(-c4cccnc4)n3n2)c(OC)c1	13	2	9	-21	-13	-1	-5	-1.4	0	-4
COc1ccc(Cn2c(=O)[nH]c3cc(C(=O)NCc4ccc5c(c4)OCO5)ccc3c2=O)cc1	11	4	-2	-15	-11	-4	-21	0.5	-4	-4
COc1ccc(NC(=O)C2CCN(C(=O)c3cccs3)CC2)cc1	15	-1	1	-22	-15	5	7	0.5	1	6
O=C(/C=C/c1ccccc1Cl)c1cccnc1	-1	3	2	-9	1	1	4	3.1	-6	0
COc1ccc2[nH]c(C)c(CCN3C(=O)C4C5C=CC(C5)C4C3=O)c2c1 (stereo not drawn)	1	2	9	-14	-1	-10	1	1.7	-8	2
COc1ccc(Cc2nc3ccc(C(=O)NC4CCOC4)cc3o2)cc1 (stereo not drawn)	7	1	-2	-4	-7	0	22	0.0	4	-1
O=[N+]([O-])c1ccccc1CNCCO	19	-1	7	-15	-18	6	-6	-1.3	-6	-4
COc1ccc(C(c2nnnn2Cc2cccs2)N2CCC(C(N)=O)CC2)c(OC)c1 (stereo not drawn)	17	-3	6	-2	-17	-1	1	0.0	0	/
C/C(=N\NC(=O)c1cc(-c2cccc(OC(C)C)c2)nc2ccccc12)c1cccnc1	-57	0	-1	-11	57	-2	47	0.7	-13	4
CC(=O)N(C)c1ccc(OCC(O)Cn2c(C)nc3ccccc32)cc1 (stereo not drawn)	18	-5	-4	-16	-18	-4	-15	-1.1	1	-2
CCn1c(SCC(=O)Nc2ccc(F)cc2)nnc1-c1cnccn1	-1	-1	0	6	1	19	-1	-1.9	-2	17
O=C(NC(=S)NCc1cccnc1)c1cc2ccccc2o1	-4	-7	5	-8	4	0	-5	1.1	-5	-1
Cc1cc(F)ccc1S(=O)(=O)Nc1ccccc1C(=O)Nc1ccccc1N1CCOCC1	4	4	-5	4	-4	23	0	0.3	1	/
O=S(=O)(CCc1nc2ccccc2s1)c1ccc2ccccc2c1	20	-4	2	-9	-20	-1	-5	2.3	-9	/
CCOc1ccccc1NC(=O)Nc1cc(S(=O)(=O)N(C)C)ccc1C	-24	6	3	-15	24	2	-15	-0.3	1	-1
C/C(=N\NC(=O)c1cccc(S(=O)(=O)N2CCCC2)c1)c1ccc(C)cc1	17	-5	-3	-12	-17	-11	-5	-0.7	-6	0
COc1ccc(C(=O)Nc2ccccc2C(=O)N/N=C/c2ccncc2)cc1OC	-18	0	-1	8	18	0	/	1.8	12	26
CCN(CC)C(=O)C(=O)Nc1ccc(OC)c(Cl)c1	-5	7	3	-11	5	-10	-1	0.7	-2	-7
CCCCn1c(N)c(Sc2ccc(C)cc2)c(=O)[nH]c1=O	-1	4	1	-13	1	0	-10	-0.2	-3	/
CC(=O)Nc1ccc(NC(=O)c2cccc3c2-c2ccccc2C3=O)cc1	-13	6	-8	-5	13	-5	-9	4.0	14	0
CCOc1ccc(C=NNc2ccc(S(=O)(=O)Nc3ccccc3C(=O)O)cc2[N+](=O)[O-])cc1OC	4	-4	-3	25	-4	6	5	-1.2	-9	/
Cc1cccc(N(Cc2ccccc2)C(=O)c2cccc(S(=O)(=O)N3CC(C)OC(C)C3)c2)c1 (stereo not drawn)	13	-1	0	-5	-13	2	-12	0.7	-10	-6
O=C(CCN1C(=O)c2ccccc2C1=O)NCc1ccc(Cl)cc1	/	-1	-1	-5	/	-5	/	0.1	1	-1
CCOC(=O)CNc1nc(Cl)c(C#N)s1	11	-3	-6	-1	-11	2	3	-3.1	5	-6
O=S(=O)(NC1=NCCCCC1)c1cccs1	0	0	10	-9	0	5	-4	-1.0	-5	-2

The list continues.
Compound	SR-BI uptake up	HTR5A ag	RTF Ca sens act	PvdQ inh	SR-BI HDL uptake	Rtt109 Vps75	MITF TRPM1 HTS	CDK5 inh	dFosB act	Wnt act
CCOc1ccccc1NC(=O)NC1(C(=O)N2CCN3CCCC3C2)CCCCC1 (stereo not drawn)	19	4	-4	9	-19	0	4	0.6	-4	/
Cc1[nH]c2ccccc2c1C(=O)C(=O)NC1CC1	7	4	3	-15	-7	0	-3	1.5	-1	-1
COc1cc(O)c(C(CCN2CCCCC2)c2ccc3c(c2)OCO3)c(OC)c1 (stereo not drawn)	27	1	-2	-12	-27	-1	25	-1.3	-3	-4
CCCn1nc(NC(C)=O)c2cc3cccc(C)c3nc21	5	9	0	-11	-5	8	0	-2.8	-9	1
Cc1nnc(SC(C)C(=O)Nc2ncc(Cl)cc2Cl)n1Cc1ccccc1 (stereo not drawn)	-19	-4	11	-1	19	1	-3	-1.8	-4	/
CC(=O)c1cccc(NS(=O)(=O)c2ccc(N/C=C\C(=O)c3ccc(C)cc3)cc2)c1	-42	11	-5	-4	42	-4	-6	-0.6	23*	/
CCOc1ncccc1C(=O)OCC(=O)Nc1ccc2c(c1)OCO2	1	-3	-2	11	-1	/	-1	-0.1	-2	3
Clc1cccc(Cl)c1CO/N=C/c1c(-c2ccccc2)nc2n1CCS2	-34	0	1	-14	34	-13	14	-14	-5	-10
